S1P4 agonist – agonists of human S1P4 receptor; O95977; S1P4-expressing cell line, agonist reporter assay; activation, % at 4.98 µM; hit rate 0.35% among 220,000; AID 1509; in the data active = activation above about 11%;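 also: 0% = DMSO vehicle and 100% = reference agonist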
Target sequence (O95977 whole entry, looked up): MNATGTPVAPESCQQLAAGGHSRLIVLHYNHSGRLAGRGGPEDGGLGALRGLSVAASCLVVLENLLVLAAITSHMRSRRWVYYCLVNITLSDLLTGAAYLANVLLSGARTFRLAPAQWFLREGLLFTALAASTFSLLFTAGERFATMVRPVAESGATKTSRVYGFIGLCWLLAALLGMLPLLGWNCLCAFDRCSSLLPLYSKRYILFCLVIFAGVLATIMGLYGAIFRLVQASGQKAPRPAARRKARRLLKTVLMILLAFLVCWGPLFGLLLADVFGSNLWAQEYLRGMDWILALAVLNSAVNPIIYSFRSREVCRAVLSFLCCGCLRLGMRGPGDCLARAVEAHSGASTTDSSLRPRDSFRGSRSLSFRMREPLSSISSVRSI
p47phox inh – inhibitors of human p47phox binding | inhibition, % at 24.7 µM | P14598 | AID 1274 | hit rate 0.53% among 220,000 | p47phox/p22phox peptide binding, fluorescence polarization, 2 h;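 active = inhibition above about 30%, limit read from the data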;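 also: 0% = p47phox with labelled peptide and 100% = labelled peptide alone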
Ba/F3 V617F tox – lowers viability of Ba/F3 cells expressing EpoR and JAK2V617F; ATP luminescence; inhibition, % at 5.6 µM; hit rate 1.1% among 220,000; AID 1446;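 active = inhibition above the campaign mean plus 3 SD over all tested compounds, cut at about 24% in these data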;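 also: cytokine-independent growth of Ba/F3 cells driven by EpoR plus mutant JAK2; 0% = DMSO-treated cells and 100% = JAK inhibitor I control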
BaF3 tox – reduces parental Ba/F3 cell viability, JAK2V617F counter-screen. hit rate 1.1% among 220,000. inhibition, % at 5.6 µM. CellTiter-Glo ATP luminescence;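 active = inhibition above a per-campaign cutoff, the mean inhibition of all tested compounds plus 3 SD, cut at about 27% in these data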;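 also: 0% = DMSO wells and 100% = JAK Inhibitor I control wells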
NPY-Y1 antag – blocks the human neuropeptide Y Y1 receptor. HEK293-CNG Y1 cells, membrane potential fluorescence; NPY at EC95, then isoproterenol. AID 1040. inhibition, % at 3.6 µM. hit rate 1% among 200,000. P25929;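 active = inhibition above the campaign mean inhibition of all tested compounds plus 3 SD, cut at about 20% in these data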;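 also: 0% = DMSO wells given NPY plus isoproterenol and 100% = isoproterenol alone without NPY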
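Assay system: HEK293 Y1/CNG channel cell line; Doses: single compound dose of 3.6 µM, 0.4% DMSO; Timing: dye 3 h, compound 60 min room temperature, stimulation 45 min; Technique: Membrane-potential fluorescent dye readout; Measure: % inhibition of NPY effect.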
S1P4 antag – human S1P4 receptor antagonism; O95977; S1P4-expressing cells, antagonist mode, reporter read-out; inhibition, % at 4.98 µM; hit rate 0.26% among 220,000; in the data active = inhibition above about 29%;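 also: 0% = wells stimulated with agonist and 100% = vehicle wells without agonist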
CHOP inhibitor – CHOP inhibition in unfolded protein response; CHO-K1 CHOP-promoter luciferase, tunicamycin-induced, 15-18 h; inhibition, % at 10 µM; hit rate 3.8% among 220,000;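 active = compounds that reduced the stress-induced luciferase reporter signal by more than about 70% of percent inhibition, limit read from the data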;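 also: 0% = tunicamycin plus vehicle and 100% = wells without tunicamycin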
NPY2 pot ag – human NPY-Y2 potentiation or agonism, primary screen; activation, % at 3.6 µM; cells expressing NPY-Y2, potentiator/agonist read-out; hit rate 0.45% among 220,000; AID 1359; in the data active = activation above about 27%;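 also: cells stimulated with NPY near EC25 plus isoproterenol at EC100; 0% = vehicle plus submaximal agonist and 100% = vehicle plus saturating agonist; some results beyond the cut were filed as inactive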
NPY1 pot ag – potentiators or agonists of human neuropeptide Y receptor Y1. activation, % at 3.6 µM. AID 1304. hit rate 0.37% among 220,000. NPY-Y1 expressing cells, potentiator/agonist activation. P25929; in the data active = activation above about 33%, passing the limit was not always enough;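 also: cells stimulated with NPY at EC10 then isoproterenol at EC100; 0% = low agonist plus stimulus and 100% = saturating agonist plus stimulus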
* hit, by the source's call; · = no result given; & = joins results of further samples. This is a subset; rates above refer to the full screens.

Results follow in this order: BaF3 tox, NPY1 pot ag, p47phox inh, S1P4 antag, NPY-Y1 antag, S1P4 agonist, NPY2 pot ag, CHOP inhibitor, Ba/F3 V617F tox
CCC(C)n1ncn(-c2ccc(N3CCN(c4ccc(OCC5COC(Cn6cncn6)(c6ccc(Cl)cc6Cl)O5)cc4)CC3)cc2)c1=O (stereo not drawn)
    -6, 56, 3&-15, -1, -8, 1.8, 53, 2&15, 4
CN1CCN(CCC(=O)N2c3ccccc3Sc3ccc(C(F)(F)F)cc32)CC1
    6, -11, -10, 3, -1, 1.8, -16, 6, 1
C1CCC(C(CC2CCCCN2)C2CCCCC2)CC1 (stereo not drawn)
    7, 26, -6, -1, 1, 2.0, 12, 99*, 6
CN(C)CCOC(C)(c1ccccc1)c1ccccn1 (stereo not drawn)
    8&-7, 4&3, -7&-7, -6&3, -1&-3, 2.4&1.9, -1&-15, 16&1&6, 0&-1
O=C(CCNNC(=O)c1ccncc1)NCc1ccccc1
    8, 17, -3, -3, 0, 0.8, -4, 1&-3, 1
CC[n+]1c(C)sc2cc(OC)ccc21
    3, -3, -11, -5, -1, 0.2, 12, -7, 1
C/C=C(/C)C(=O)O[C@@H]1c2c(ccc3ccc(=O)oc23)OC(C)(C)[C@@H]1OC(=O)/C(C)=C\C
    1, -25, -6, 21, 31*, -0.2, -4, 30, 0
COc1ccccc1N1CCN(CCCNc2cc(=O)n(C)c(=O)n2C)CC1
    -5, 34, -4, 7, -6, 1.2, 66, 13&-16, 0
O=C(CCN1CCC(c2ccccc2)C1)c1ccc2c(c1)OCCO2 (stereo not drawn)
    1, -8, -13, 22, -1, -5.0, -4, -9, -2
CC(=O)NC(Cc1ccccc1)C(=O)O (stereo not drawn)
    3, -3, 2, 2, 1, 3.0, 8, -2, 1
Oc1ccc(/C=C/c2cc(O)cc(O)c2)cc1
    5, 10, -14, -18, -4, 0.0, 12, 24&-10, 2
CC(COc1ccccc1)NC(C)C(O)c1ccc(O)cc1 (stereo not drawn)
    8, -18, -7, -22, -1, 3.4, 16, 12, 0
c1ccc(CC2=NCCN2)cc1
    7, -3, 54*, 4, 1, 1.1, 1, 2, 6
COc1ccc(/C=C/C(=O)Nc2ccccc2C(=O)O)cc1OC
    3&-6, -10&4, 7&7, -36&-1, -1&2, -0.6&0.4, 6&-14, 34&22&3, -2&2
Cc1c(NC(=O)c2cccnc2)c(=O)n(-c2ccccc2)n1C
    -3, 7, 4, -12, ·, 1.4, -3, -3, -2
CC[N+](C)(CC)CCOC(=O)C(O)(c1ccccc1)C1CCCCC1 (stereo not drawn)
    8, -2, -2, -1, -4, 1.1, 3, 18, -1
Cc1ccc(CN2CCN(Cc3cccc4nccnc34)CC2CCO)cc1 (stereo not drawn)
    0, 15, 1, -8, ·, 1.2, 17, 15, -1
Cc1cc(-c2ccccc2)nnc1NCCN1CCOCC1
    7, -7, 0, -4, 2, -1.1, -3, 23, -4
C[C@]12CCC(=O)C=C1CC[C@@H]1[C@@H]2CC[C@@]2(C)[C@H]1CC[C@]2(O)C(=O)CO
    -8, -3, 0, -6, 1, -2.5, 1, 17&-8, 4
O=C(NCCc1c[nH]c2ccccc12)c1cccnc1
    -2, -2, -10, 0, -10, -2.8, 8, 7, -3

A portion of the results above, as a working copy:
Results follow in this order: BaF3 tox, NPY1 pot ag, p47phox inh, S1P4 antag, NPY-Y1 antag, S1P4 agonist, NPY2 pot ag, CHOP inhibitor, Ba/F3 V617F tox
CCC(C)n1ncn(-c2ccc(N3CCN(c4ccc(OCC5COC(Cn6cncn6)(c6ccc(Cl)cc6Cl)O5)cc4)CC3)cc2)c1=O (stereo not drawn)
    -6, 56, 3&-15, -1, -8, 1.8, 53, 2&15, 4
CN1CCN(CCC(=O)N2c3ccccc3Sc3ccc(C(F)(F)F)cc32)CC1
    6, -11, -10, 3, -1, 1.8, -16, 6, 1
C1CCC(C(CC2CCCCN2)C2CCCCC2)CC1 (stereo not drawn)
    7, 26, -6, -1, 1, 2.0, 12, 99*, 6
CN(C)CCOC(C)(c1ccccc1)c1ccccn1 (stereo not drawn)
    8&-7, 4&3, -7&-7, -6&3, -1&-3, 2.4&1.9, -1&-15, 16&1&6, 0&-1
O=C(CCNNC(=O)c1ccncc1)NCc1ccccc1
    8, 17, -3, -3, 0, 0.8, -4, 1&-3, 1
CC[n+]1c(C)sc2cc(OC)ccc21
    3, -3, -11, -5, -1, 0.2, 12, -7, 1
C/C=C(/C)C(=O)O[C@@H]1c2c(ccc3ccc(=O)oc23)OC(C)(C)[C@@H]1OC(=O)/C(C)=C\C
    1, -25, -6, 21, 31*, -0.2, -4, 30, 0
COc1ccccc1N1CCN(CCCNc2cc(=O)n(C)c(=O)n2C)CC1
    -5, 34, -4, 7, -6, 1.2, 66, 13&-16, 0
O=C(CCN1CCC(c2ccccc2)C1)c1ccc2c(c1)OCCO2 (stereo not drawn)
    1, -8, -13, 22, -1, -5.0, -4, -9, -2
CC(=O)NC(Cc1ccccc1)C(=O)O (stereo not drawn)
    3, -3, 2, 2, 1, 3.0, 8, -2, 1

(more compounds)
Results follow in this order: BaF3 tox, NPY1 pot ag, p47phox inh, S1P4 antag, NPY-Y1 antag, S1P4 agonist, NPY2 pot ag, CHOP inhibitor, Ba/F3 V617F tox
CCOc1ccc(NC(=O)Cn2cc(C(=O)c3ccco3)c3ccccc32)cc1
    5, 9, 5, -6, -1, 0.3, 10, -7, 2
CCOc1ccc(C(=O)OCCN(CC)CC)cc1
    0, -9, -18, 4, 1, 0.5, -13, -8, -2
CCN(CC)CCOC(=O)C1(c2ccccc2)CCCC1
    5, 2, -11, -19, 8, 0.8, 3, 64, -4
CC1(C)Cc2c(sc(NC(=S)NC(=O)c3ccccc3)c2C(=O)O)CO1
    7, -2, -18, -13, 7, 0.0, 10, -4, 0
Cc1nc2ccccn2c(=O)c1CCN1CCC(C(=O)c2ccc(F)cc2)CC1
    5, -35, -7, -1, 4, 81*, -3, -8&-10, 5
CCN(CC)CCNC(=O)c1cc(Cl)c(N)cc1OC
    7, -1, -6, -14, 8, 1.6, 10, 17&-9, -1

2 compounds from above, limited to NPY-Y1 antag:
compound	NPY-Y1 antag
CC1(C)Cc2c(sc(NC(=S)NC(=O)c3ccccc3)c2C(=O)O)CO1	7
Cc1nc2ccccn2c(=O)c1CCN1CCC(C(=O)c2ccc(F)cc2)CC1	4

From PubChem
